STK33 inh = inhibitors of human STK33 kinase | Q9BYT3 | purified STK33, MBP phosphorylation, ADP-Glo luminescence | inhibition, % at 10 µM | actives 0.073% (n = 320,000);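 active means inhibition at or above 25%, using the most active replicate where run in duplicate; inactive means inhibition below 25%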
Target sequence (Q9BYT3 whole entry, looked up): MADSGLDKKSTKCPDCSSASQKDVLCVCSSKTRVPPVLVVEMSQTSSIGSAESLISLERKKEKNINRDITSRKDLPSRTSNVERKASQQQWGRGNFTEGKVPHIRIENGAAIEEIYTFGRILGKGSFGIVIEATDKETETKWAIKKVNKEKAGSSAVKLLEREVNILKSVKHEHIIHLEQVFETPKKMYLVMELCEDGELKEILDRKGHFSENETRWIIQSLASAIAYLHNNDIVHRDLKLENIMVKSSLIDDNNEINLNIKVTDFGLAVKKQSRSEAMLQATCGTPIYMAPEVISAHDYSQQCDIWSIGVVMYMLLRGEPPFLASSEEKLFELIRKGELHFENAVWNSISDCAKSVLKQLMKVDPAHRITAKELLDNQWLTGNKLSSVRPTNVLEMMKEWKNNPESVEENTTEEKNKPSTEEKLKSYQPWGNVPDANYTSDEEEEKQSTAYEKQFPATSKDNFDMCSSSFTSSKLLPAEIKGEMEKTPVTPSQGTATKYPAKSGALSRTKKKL
CHT block = inhibitors of human choline transporter CHT. Q9GZV3. actives 0.86% (n = 310,000). B-score at 10 µM. AID 488975. CHT-expressing cells, membrane potential dye, choline response; stronger effect = lower value;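 active means B-score over 3 SD under the library average, and starting fluorescence ratio not unusually high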;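 further: choline stimulus applied at its EC90 after an EC20 pre-addition; B-score computed on integrated fluorescence ratio after choline addition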
Target sequence (Q9GZV3 whole entry, looked up): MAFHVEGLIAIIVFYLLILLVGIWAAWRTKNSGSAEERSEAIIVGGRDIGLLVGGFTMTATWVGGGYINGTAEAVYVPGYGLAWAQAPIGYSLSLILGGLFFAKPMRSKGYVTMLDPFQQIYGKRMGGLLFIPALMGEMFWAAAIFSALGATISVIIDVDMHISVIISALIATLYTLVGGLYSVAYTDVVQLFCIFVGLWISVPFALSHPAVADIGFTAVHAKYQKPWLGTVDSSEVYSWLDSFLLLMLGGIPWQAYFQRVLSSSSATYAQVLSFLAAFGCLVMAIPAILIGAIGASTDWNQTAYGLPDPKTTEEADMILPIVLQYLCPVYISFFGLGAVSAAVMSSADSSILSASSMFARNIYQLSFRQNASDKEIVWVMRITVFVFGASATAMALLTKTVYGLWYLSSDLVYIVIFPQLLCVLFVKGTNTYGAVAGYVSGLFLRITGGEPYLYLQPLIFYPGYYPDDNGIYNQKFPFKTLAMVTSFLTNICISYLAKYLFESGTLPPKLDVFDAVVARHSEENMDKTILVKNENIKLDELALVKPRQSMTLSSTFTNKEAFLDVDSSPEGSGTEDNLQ
CHT allo act = allosterically activates the human high affinity choline transporter. CHT-expressing cells, membrane potential dye, choline EC20; stronger effect = higher value; LV-AA mutant CHT in HEK293 cells. AID 488977. actives 0.49% (n = 310,000). B-score at 10 µM;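 active means initial fluorescence not abnormally high and integrated response B-score, plate-corrected, over 3 SD above library mean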
An asterisk follows results filed as active; i = inactive; · = not tested or not shown.

SMILES	STK33 inh	CHT block	CHT allo act
O=C(NCc1csc(-c2ccccc2)n1)c1ccco1	-0.3	i	i
COC(=O)n1c(=O)oc2ccc(S(=O)(=O)N3CCCCC3)cc21	0.9	i	i
Cc1ccc(CN2[C@@H](CC(C)C)COCCS2(=O)=O)cc1	-0.9	i	i
CC(C)CNC(=S)NC(=O)c1ccccc1Cl	-1.2	i	i
COc1cc(C2=NC(CO)(CO)CO2)cc(OC)c1OC	-1.3	i	i
OC1CCN(C(=S)Nc2ccc(Oc3ccccc3)cc2)CC1	-0.9	i	i
Cc1cccc(CN2CCC(CNC(=O)Cn3ncc4c([nH]c5ccccc54)c3=O)CC2)c1	0.0	i	i
O=C(COc1ccccc1)NNc1nc2c(F)cc(F)cc2s1	0.0	i	i
COCCn1c(N)c(C(=O)Nc2sc3c(c2C(=O)OC)CCCC3)c2nc3ccccc3nc21	-1.6	i	i
O=C(NCc1nc2ccccc2[nH]1)c1c(F)c(F)c(F)c(F)c1F	6.5	i	i
CCOC(=O)C1CCN(C(=O)c2c(-c3ccccc3)noc2C)CC1	-0.4	i	i
COc1ccc(CNC(=O)Cn2cc([N+](=O)[O-])nc2C)cc1	-0.9	i	i
CCOC1=NN(c2ccccc2)C(=O)/C1=C\N(C)C	0.0	i	i
COc1ccc(NC(=O)[C@H](C)NC(=O)C2CCN(S(=O)(=O)c3ccc(C)cc3)CC2)cc1	0.8	i	i
Cc1ccc(S(=O)(=O)NNc2ccccc2)c(C)c1	-1.5	i	i
COc1ccc(C(=O)NCc2ccc3[nH]c(C)cc3c2)cc1OC	·	i	i
CC1CCc2sc(NC(=S)NC(=O)c3ccccc3)c(C#N)c2C1 (stereo not drawn)	-0.9	i	i
Cc1noc(C)c1CSc1nnc(-c2ccncc2)n1-c1cccc(Cl)c1C	-2.8	i	i
O=C(C1=NN[C@@H]2C(=O)N(c3cccc(C(F)(F)F)c3)C(=O)[C@H]12)c1cnccn1	-0.1	i	i
O=C(CSc1n[nH]c(-c2ccccc2)n1)Nc1ccc(Br)cn1	1.6	i	i
Cc1cc(=O)n2nc(N3CCCC(C(=O)NCCC4=CCCCC4)C3)sc2n1 (stereo not drawn)	-1.6	i	i
Cn1ncc(C#N)c1/N=C/N(Cc1ccccc1)Cc1ccccc1	-0.5	i	15.7*
CC(C)(C)c1ccc(OCCCC(=O)NNC(=O)c2ccccc2O)cc1	-1.1	i	i
N#CCCn1cc(/C=C(\C#N)c2nc3ccccc3s2)c(-c2ccc(F)cc2)n1	-1.6	i	i
O=C(Nc1ccc(Cl)c([N+](=O)[O-])c1)c1ccncc1	-3.1	i	i
Cc1c(C(=O)O)oc2c1ccc1ccccc12	0.3	i	i
COc1cccc2cc(C(=O)C3=C(O)C(=O)N(CCN4CCOCC4)C3c3ccc(C)o3)oc12 (stereo not drawn)	0.6	i	i
O=C(Nc1nnc(C2CC2)s1)c1cccc(S(=O)(=O)N2CCc3ccccc32)c1	-0.1	i	i
C=CCSc1ccsc1C(=O)O	-1.2	i	i
c1ccc2c(-c3cc(C4CCNCC4)[nH]n3)cccc2c1	0.6	i	i
CCOc1cc(N2CCOCC2)c(OCC)cc1NC(=O)c1ccc(OCc2c(C)noc2C)c(OC)c1	-1.3	i	i
COc1cc(NC(=O)c2ccc(Br)cc2)ccc1NC(=O)c1cc2ccccc2o1	-0.6	i	i
CN1CCN(C(=O)c2ccc(CNS(=O)(=O)c3ccc(F)c(Cl)c3)cc2)CC1	-0.6	i	i
CCOC(=O)c1ccc(NC(=O)CCOc2ccccc2)cc1	0.7	i	i
CCn1c(CNc2ccc(Cl)cc2)nnc1SCC(=O)OC1CCCCC1	-0.1	i	i
O=C(NC1CCCC1)C1CCC(CNS(=O)(=O)c2cccs2)CC1 (stereo not drawn)	-0.9	i	i
CCc1nnc(NS(=O)(=O)c2ccc(NC(=S)NC(=O)c3ccc(Br)cc3)cc2)s1	0.7	i	i
Cc1cc(NC(=O)CCC2CCCCC2)no1	-0.3	i	i
Cc1cccc(C(=O)NC(=S)NNC(=O)c2ccccc2Cl)c1	-0.7	i	i
CC(=O)Nc1nonc1NC(=O)COc1ccccc1	-1.1	i	i

Entries of single compounds, quoted from the list. Screens in order: STK33 inh | CHT block | CHT allo act
Cc1cc(NC(=O)CCC2CCCCC2)no1 is listed with -0.3 | i | i
Cc1cccc(C(=O)NC(=S)NNC(=O)c2ccccc2Cl)c1 is listed with -0.7 | i | i
O=C(NC1CCCC1)C1CCC(CNS(=O)(=O)c2cccs2)CC1 (stereo not drawn) is listed with -0.9 | i | i

The list continues:
SMILES	STK33 inh	CHT block	CHT allo act
CC(=O)C1=C(C)NC(=O)NC1c1ccccc1 (stereo not drawn)	-0.8	i	i
Cc1cccc(NC(=O)Cc2coc3ccc4ccccc4c23)n1	-1.2	i	i
O=C(c1ccc(S(=O)(=O)Nc2ccccc2F)cc1)N1CCN(c2ccccc2O)CC1	-3.7	i	i
NNc1nc(-c2ccccc2)cs1	·	i	i
Cc1ccc(C(=O)N2CCN(c3ncccn3)CC2)cc1S(=O)(=O)N1CCCCC1	-1.0	i	i
Cc1ccc(N2CCN(C(=O)c3cc(-c4ccc(F)cc4)[nH]c3C)CC2C)cc1 (stereo not drawn)	-0.2	i	i
O=C1CSCC(=O)N1c1ncc(C(F)(F)F)cc1Cl	-0.6	i	i
CCCCCCC(=O)Nc1nc(C)c(-c2csc(Nc3ccc(Cl)cc3)n2)s1	-0.8	i	i
O=C(Cc1ccccc1)Nc1ccccc1C(=O)Nc1ccc(C(=O)O)cc1	-0.2	i	i
CCOC(=O)Cn1c(=O)oc2cc(S(=O)(=O)Nc3c(C)cc(C)cc3C)ccc21	-0.6	i	i
N/C(=N\OC(=O)Cc1ccccc1)c1cccc(Br)c1	-0.1	i	i
COc1ccc(N(Cc2cc3ccc(C)cc3[nH]c2=O)C(=O)c2ccco2)cc1	-1.2	i	i
O=C(NCCc1cccc(F)c1)C1CCCN(c2nc3ccccc3s2)C1 (stereo not drawn)	0.8	i	i
Cc1ncc([N+](=O)[O-])n1CC(C)O (stereo not drawn)	·	i	i
CCN(CC)S(=O)(=O)c1ccc(N2CCOCC2)c(NC(=O)c2ccccc2)c1	·	i	i
CCCCNC(=O)c1onc(CSc2ccc(F)cc2)c1C(=O)O	-1.3	i	i
CCN(CC)c1nc2c3c(nc4c(c3c1C#N)CC(=O)N4c1ccc(Cl)cc1)NC(C)=N2	0.4	i	i
O=C(O)/C(=C\c1ccc(Br)cc1)NC(=O)c1cccs1	-1.1	i	i
COc1ccc(CCNC(=O)CSc2nnc3c(n2)[nH]c2ccc(F)cc23)cc1OC	-0.6	i	i
CC1CCc2ccccc2N1C(=N)N(C)C (stereo not drawn)	-2.7	i	i
CN(C)C(=O)[C@@H]1C[C@H]1[C@@H](NC(=O)OCc1ccccc1)c1ccccc1	0.2	i	i
COc1ccccc1CCNC(=O)c1ccc(OC)c(OC2CCN(C(C)C)CC2)c1	-0.1	-12*	i
Cn1c(SCC(=O)Nc2ccc3nc(SCC(=O)N4CCCC4)sc3c2)nnc1-c1ccccc1	2.3	i	i
Cc1ccsc1C(=O)OCC(=O)Nc1ccc(Cl)cc1C(F)(F)F	-1.1	i	i
Cc1nnc(SCC(=O)NC(=O)NC(C)(C)C)s1	-1.0	i	i
Cc1ccc(C(=O)OCC(=O)NCc2cccs2)c(C)c1	-0.9	i	i
N#CC1=C(S)N=C(N)C(c2nc(-c3ccccc3)cs2)C12CCCCC2 (stereo not drawn)	-1.2	i	i
Cc1ccc(Nc2nc(N)nc(CSc3nnnn3-c3ccccc3)n2)cc1	-1.0	i	i
CN1CCN(C(=S)Nc2ccc(Cl)cc2)CC1	-1.3	i	i
CC(C)(C)NC(=O)CC(CC(=O)O)c1ccccc1 (stereo not drawn)	-0.4	i	i

As entered above:
STK33 inh with Cn1c(SCC(=O)Nc2ccc3nc(SCC(=O)N4CCCC4)sc3c2)nnc1-c1ccccc1 → 2.3
STK33 inh with N#CC1=C(S)N=C(N)C(c2nc(-c3ccccc3)cs2)C12CCCCC2 (stereo not drawn) → -1.2
STK33 inh with Cc1ccsc1C(=O)OCC(=O)Nc1ccc(Cl)cc1C(F)(F)F → -1.1
STK33 inh with Cc1ccc(Nc2nc(N)nc(CSc3nnnn3-c3ccccc3)n2)cc1 → -1.0
STK33 inh with Cc1ccc(C(=O)OCC(=O)NCc2cccs2)c(C)c1 → -0.9
STK33 inh with CN(C)C(=O)[C@@H]1C[C@H]1[C@@H](NC(=O)OCc1ccccc1)c1ccccc1 → 0.2

Next results.
SMILES	STK33 inh	CHT block	CHT allo act
Cn1c(=O)c2c(nc(Sc3n[nH]c(N)n3)n2Cc2ccccc2Cl)n(C)c1=O	-0.1	i	i
C=CCSC1=C(C#N)C(c2ccccc2Cl)CC(=O)N1 (stereo not drawn)	0.1	i	i
CCOC(=O)C1(CC2CCCCO2)CCN(C(=O)Nc2cccc(SC)c2)CC1 (stereo not drawn)	-0.7	i	i
O=C(CCCN1C(=O)c2ccccc2C1=O)NCC1CCCO1 (stereo not drawn)	3.2	i	i
O=c1c2ccccc2nnn1CSc1ccccc1	0.0	i	i
Cc1ccc(Cl)cc1NC(=O)CCC(=O)Nc1cc(Cl)ccc1C	0.4	i	i
COC(=O)N/N=C/c1cc(Cl)c(OCc2ccccc2F)c(OC)c1	-0.9	i	i
COc1ccc(CN(C)C(=O)CCN(c2ccccc2)S(=O)(=O)c2ccc(C)cc2)c(OC)c1	-0.3	i	i
O=C(O)c1ccccc1C(=O)Nc1ccc(S(=O)(=O)Nc2ccc(F)cc2)cc1	10.2	i	i
N=c1c2c(-c3ccccc3)c(-c3ccccc3)n(Cc3ccco3)c2ncn1CCCn1ccnc1	-0.7	i	i

6 records drawn at random from the list so far:
SMILES	STK33 inh	CHT block	CHT allo act
O=C(CCCN1C(=O)c2ccccc2C1=O)NCC1CCCO1 (stereo not drawn)	3.2	i	i
COc1ccc(CN(C)C(=O)CCN(c2ccccc2)S(=O)(=O)c2ccc(C)cc2)c(OC)c1	-0.3	i	i
Cn1c(=O)c2c(nc(Sc3n[nH]c(N)n3)n2Cc2ccccc2Cl)n(C)c1=O	-0.1	i	i
Cc1ccc(Cl)cc1NC(=O)CCC(=O)Nc1cc(Cl)ccc1C	0.4	i	i
COC(=O)N/N=C/c1cc(Cl)c(OCc2ccccc2F)c(OC)c1	-0.9	i	i
C=CCSC1=C(C#N)C(c2ccccc2Cl)CC(=O)N1 (stereo not drawn)	0.1	i	i

Additional records.
SMILES	STK33 inh	CHT block	CHT allo act
COc1ccc(Cl)cc1N/C(N)=N/c1nc(CSc2ccc(C)cc2)cc(=O)[nH]1	0.9	i	i
Cc1ccc(-c2ccc(SCC(=O)N3CCCc4ccccc43)nn2)cc1	-0.4	i	i
Cn1c(=O)c2sccc2n2c(CCCC(=O)Nc3ccccc3)nnc12	-1.5	i	i
O=C(CSc1nnc(-c2ccncc2)n1-c1ccccc1)Nc1ccc(C(=O)O)cc1	-0.3	i	i
CN(C)CCCN1c2ccccc2CCc2ccccc21	-0.4	i	i
CN(CC(=O)Nc1c(Cl)cccc1Cl)C(=O)Cc1ccc(S(=O)(=O)N2CCOCC2)s1	0.4	i	i
Cc1nc2ccc(Cl)cc2nc1C	-1.0	i	i
CCOC(=O)c1c(C)n(CCOc2ccccc2)c2ccc(O)cc12	1.1	i	i
CCCCOC(=O)Nc1ccc(S(=O)(=O)Nc2onc(C)c2C)cc1	-1.0	i	i
O=C(COC(=O)c1ccc(F)cc1F)NC1CC1	9.7	i	i
COc1ccc(-c2nc3cc([N+](=O)[O-])ccc3o2)cc1OC	0.3	i	i
CCN(CC)c1ccc(/C=N/N2CCN(Cc3cccc4ccccc34)CC2)c(O)c1	-1.3	i	i
Cc1cccn2c(=O)c(/C=C(\C#N)C(=O)NC3CCS(=O)(=O)C3)c(Oc3ccccc3Cl)nc12 (stereo not drawn)	-0.3	i	i
Cc1cc(CNC(=O)Cc2c(F)cccc2Cl)nn1C	-0.5	i	i
CC(NC(=O)CSc1nc(=O)cc(N)n1-c1ccccc1)c1ccccc1 (stereo not drawn)	-0.7	i	i
COC(=O)c1ccccc1OC(=O)c1ccc(Br)o1	-0.2	i	i
N/C(=N\NC(=O)c1sccc1OCc1ccc(Cl)cc1Cl)c1ccccn1	-0.2	i	i
O=C(Cn1c(-c2ccccn2)nc2ccccc21)N/N=C/c1ccccn1	-0.5	i	i
COCc1cc(NCc2ccc(Cl)cc2)nc(C)n1	-0.3	i	i
O=C1CCCc2nc3c(cc21)C(O)Oc1c-3ccc2ccccc12 (stereo not drawn)	0.9	i	i
COc1ccc(N(CC(=O)NC2CCCC2)C(=O)Cn2nnc(-c3ccc(F)cc3)n2)cc1	-0.8	i	i
O=C(COC(=O)c1ccccn1)NC12CC3CC(CC(C3)C1)C2	-3.2	i	i
CN(C)S(=O)(=O)c1cccc(NS(=O)(=O)c2ccc(Cl)s2)c1	-1.0	i	i
C/C(Cc1ccccc1)=N\NC(=O)CCCCCC(=O)N/N=C(\C)Cc1ccccc1	-2.4	i	i
CCc1nnc(NC(=O)c2cccnc2)s1	-6.3	i	i
O=C(Nc1ccc(F)c(F)c1)C1CCCCC1	-0.2	i	i
CCCSc1oc(-c2ccco2)nc1S(=O)(=O)c1ccc(C)cc1	-0.7	i	i
O=C(Nc1ccc(S(=O)(=O)Nc2ccccn2)cc1)c1ccccc1	-1.2	i	i
COC(=O)c1c(C)nc(C)c2c(=O)oc3ccccc3c12	-1.6	i	i
CC(=O)O[C@]1(C(C)=O)CC[C@H]2[C@@H]3C=C(Cl)C4=CC(=O)CC[C@]4(C)[C@H]3CC[C@@]21C	0.2	i	i
Cc1ccc(S(=O)(=O)N/N=C/c2ccccc2F)cc1[N+](=O)[O-]	0.2	i	i
O=C1OCCC1Sc1nnc(-c2cccc(Br)c2)o1 (stereo not drawn)	-1.3	i	i
CC(C)(C)NC(=O)CSC(=Nc1ccc(F)cc1)NC#N	-1.3	i	i
CC(NC(=O)CCN1C(=O)c2ccccc2S1(=O)=O)c1ccccc1 (stereo not drawn)	-1.2	i	i
Cc1cc(C(=O)N/N=C/c2ccc(Br)o2)n[nH]1	-0.4	i	i
